JMJD2C inh: blocks human GASC-1 demethylase activity; GST-JMJD2C(1-420) H3K9me3 demethylation, DELFIA europium; Q9H3R0; inhibition, % at 2.35 µM; actives 0.069% (n = 330,000);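 active = more than half of a compound's replicate wells show inhibition beyond 50%, single wells judged on their own value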;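 also: signal counts dimethyl H3K9 product captured on neutravidin plate; 0% = median of DMSO wells and 100% = 0.3 times that DMSO median; strong numbers were not always called active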
Target sequence (Q9H3R0 1-420 limits assumed): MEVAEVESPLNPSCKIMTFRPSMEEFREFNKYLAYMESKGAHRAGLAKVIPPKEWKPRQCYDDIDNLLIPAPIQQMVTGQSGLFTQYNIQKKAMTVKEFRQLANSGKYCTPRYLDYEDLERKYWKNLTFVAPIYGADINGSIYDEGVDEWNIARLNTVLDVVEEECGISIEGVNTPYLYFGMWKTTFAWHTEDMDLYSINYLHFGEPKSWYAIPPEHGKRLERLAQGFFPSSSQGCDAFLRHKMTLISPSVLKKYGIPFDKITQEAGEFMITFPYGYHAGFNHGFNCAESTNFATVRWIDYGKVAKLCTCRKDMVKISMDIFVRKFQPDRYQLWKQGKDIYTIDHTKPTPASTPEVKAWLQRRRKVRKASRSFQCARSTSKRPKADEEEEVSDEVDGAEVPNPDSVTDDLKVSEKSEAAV
CTSL1 counter: cathepsin L1 inhibition, PFM18AAP counter-screen | recombinant F. hepatica cathepsin L1, Z-Leu-Arg-MCA fluorescence | inhibition, % at 5.96 µM | actives 0.49% (n = 300,000) | AID 1906;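 active = inhibition above the mean of all tested compounds plus 3 SD, set per screening campaign, cut at about 17% in these data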;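 also: 0% = plate median of test compound wells and 100% = 1 µM Z-Phe-Ala-diazomethylketone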
EBNA-1 inhibitor: blocks EBNA-1 binding to DNA | EBNA-1 DNA binding, fluorescence polarization | actives 0.34% (n = 300,000) | AID 1950 | inhibition, % at 14.8 µM; in the data active = inhibition above about 28%
HCV core dimer: blocks dimerization of HCV core protein; AID 1899; TR-FRET GST/Flag-core106 dimerization, 1536-well; actives 0.33% (n = 300,000); inhibition, % at 5 µM;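 active = inhibition above the mean of all tested compounds plus 3 SD, set per screening campaign, cut at about 45% in these data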
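Material: Tagged HCV core106 pair (GST and Flag) | Amount: GST-core106 13.5 nM, Flag-core106 17 nM | Medium: KF-containing HEPES buffer, pH 7.45, DTT, CHAPS, BSA | Reagent: Eu donor and XL665 acceptor anti-tag antibodies | Schedule: 4 h at 22.5 °C | Technique: Time-resolved FRET, ex 340 nm, em 617 and 671 nm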
TPT1 inh: inhibitors of Candida albicans tRNA 2'-phosphotransferase TPT1. recombinant caTPT1, FP RNA substrate dephosphorylation. inhibition, % at 5 µM. actives 0.81% (n = 300,000). AID 1962;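 active = inhibition above the mean of all tested compounds plus 3 SD, set per screening campaign, cut at about 24% in these data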;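 also: plate controls were DMSO alone for no effect and ferristatin control at 100 nM for full effect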
PP5 inh: blocks human protein phosphatase 5 activity | P53041 | purified PP5c, OMFP substrate fluorescence | inhibition, % at 6.7 µM | actives 0.18% (n = 320,000);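 active = inhibition above the campaign's mean inhibition across all tested compounds plus 3 SD, cut at about 9.5% in these data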;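 also: 0% = DMSO only and 100% = 100 µM cantharidin control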
Target sequence (P53041 whole entry, looked up): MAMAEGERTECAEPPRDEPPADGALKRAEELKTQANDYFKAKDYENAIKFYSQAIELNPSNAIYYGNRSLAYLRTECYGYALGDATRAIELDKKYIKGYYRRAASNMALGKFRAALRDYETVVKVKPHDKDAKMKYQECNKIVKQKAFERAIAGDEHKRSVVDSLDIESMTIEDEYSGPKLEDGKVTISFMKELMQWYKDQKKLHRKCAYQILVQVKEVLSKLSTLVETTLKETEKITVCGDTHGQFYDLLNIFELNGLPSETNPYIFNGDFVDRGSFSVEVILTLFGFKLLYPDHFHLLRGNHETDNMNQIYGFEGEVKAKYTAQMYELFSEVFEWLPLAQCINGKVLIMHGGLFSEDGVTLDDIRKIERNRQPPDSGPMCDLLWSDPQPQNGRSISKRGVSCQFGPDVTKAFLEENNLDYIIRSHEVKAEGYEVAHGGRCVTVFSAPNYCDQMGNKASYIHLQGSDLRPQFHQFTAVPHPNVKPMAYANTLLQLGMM
PP1 inh: blocks human PP1-alpha phosphatase, a PP5 counter-screen. purified PP1alpha, OMFP fluorescence. actives 0.9% (n = 320,000). AID 2235. inhibition, % at 6.7 µM. P62136;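 active = inhibition above the mean inhibition of all tested compounds plus 3 SD, computed separately for each screening campaign, cut at about 15% in these data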
CR mimetic SO: yeast age-related superoxide inhibition as caloric restriction mimetic; actives 0.18% (n = 330,000); superoxide response (% of plate mean), % at 10 µM; S. cerevisiae aged cells, superoxide DHE fluorescence; stronger effect = lower value;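 active = superoxide response under a set limit, about three screen SD below normal, cut at about 65% in these data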;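 also: yeast aged for seven days with compound at 30 °C before DHE staining; 100% = average MFI of all compound-treated wells on the plate with controls excluded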
ZTA DNA inh: ZTA (EBV) inhibition in EBNA-1 counter-screen. inhibition, % at 11 µM. P03206. actives 0.15% (n = 320,000). ZTA-DNA binding, fluorescence polarization. AID 2234; in the data active = inhibition above about 33%
The depositor's hits bear a star.

`CCOC(=O)C(OC(=O)c1sc(=S)n(C)c1C)C(C)=O` (configuration not stated) gave JMJD2C inh 17, CTSL1 counter -1, EBNA-1 inhibitor -2, HCV core dimer -6, TPT1 inh -5, PP5 inh 0.1, PP1 inh -3, CR mimetic SO 90 and ZTA DNA inh -5.
`Cc1ccc(/C(O)=C2/C(=O)C(=O)N(Cc3ccco3)C2c2cccs2)cc1` (configuration not stated) gave JMJD2C inh 0, CTSL1 counter -3, EBNA-1 inhibitor -11, HCV core dimer 1, TPT1 inh 0, PP5 inh 4.5, PP1 inh -2, CR mimetic SO 126 and ZTA DNA inh -4.
For COc1ccc(CCN(C)C(=O)c2ccc(OCC(=O)N3CCOCC3)c(OC)c2)cc1OC the results were JMJD2C inh 8, CTSL1 counter 0, EBNA-1 inhibitor -4, HCV core dimer 3, TPT1 inh -3, PP5 inh 0.9, PP1 inh -7, CR mimetic SO 112 and ZTA DNA inh -5.
O=C(O)CN1C(=O)C2C3C=CC(C3)C2C1=O (configuration not stated) was read as JMJD2C inh 14, CTSL1 counter -2, EBNA-1 inhibitor 2, HCV core dimer -2, TPT1 inh -1, PP5 inh 0.0, PP1 inh -2, CR mimetic SO 96 and ZTA DNA inh 14.
`O=C(O)C1CC(=O)N(c2ccc3c(c2)OCCO3)C1` (configuration not stated) gave CTSL1 counter -6, EBNA-1 inhibitor -16, HCV core dimer -14, TPT1 inh 0, PP5 inh 5.1, PP1 inh -4, CR mimetic SO 93 and ZTA DNA inh 1.
CC(=O)Oc1ccc(-c2csc(Nc3ccc(S(N)(=O)=O)cc3)n2)cc1 was read as JMJD2C inh -3, CTSL1 counter -22, EBNA-1 inhibitor 5, HCV core dimer -8, TPT1 inh -1, PP5 inh 3.1, PP1 inh -2, CR mimetic SO 96 and ZTA DNA inh 5.
CC(=O)N1CCC(N(CCCOC(C)C)S(=O)(=O)c2ccc([N+](=O)[O-])cc2)CC1 was read as JMJD2C inh -15, CTSL1 counter -1, EBNA-1 inhibitor -2, HCV core dimer -6, TPT1 inh -4, PP5 inh 0.7, PP1 inh -1, CR mimetic SO 98 and ZTA DNA inh -22.
`COc1ccc(CCn2cc(C#N)c(=O)[nH]c2=O)cc1OC` gave JMJD2C inh -5, CTSL1 counter -4, EBNA-1 inhibitor -11, HCV core dimer -5, TPT1 inh -4, PP5 inh 1.4, PP1 inh 1, CR mimetic SO 122 and ZTA DNA inh -1.
`Cc1sc2ncnc(N3CCC(C(=O)Nc4ccc(Br)cc4Br)CC3)c2c1C` gave JMJD2C inh 1, CTSL1 counter -1, EBNA-1 inhibitor -6, HCV core dimer 11, TPT1 inh -2, PP5 inh 3.3, PP1 inh 11, CR mimetic SO 121 and ZTA DNA inh -6.
Screening CCN(Cc1ccccc1)C(=O)COc1cc(=O)n(CC)c2ccccc12 returned JMJD2C inh -26, CTSL1 counter -1, EBNA-1 inhibitor 2, HCV core dimer 3, TPT1 inh -1, PP5 inh -0.3, PP1 inh 1, CR mimetic SO 82 and ZTA DNA inh -11.
For O=C(CN(c1ccccc1)S(=O)(=O)c1ccccc1)N1CCOCC1 the results were JMJD2C inh -5, CTSL1 counter -1, EBNA-1 inhibitor -15, HCV core dimer 1, TPT1 inh 2, PP5 inh -1.7, PP1 inh -4, CR mimetic SO 113 and ZTA DNA inh -10.
`Cc1ccc(OCC2Cn3c(nc4c3c(=O)n(C)c(=O)n4C)O2)cc1` (configuration not stated) gave JMJD2C inh 6, CTSL1 counter -2, EBNA-1 inhibitor -6, HCV core dimer -1, TPT1 inh -2, PP5 inh 4.5, PP1 inh 4, CR mimetic SO 132 and ZTA DNA inh -11.
O=C(Nc1cccnc1)c1noc2c1CCCC2 was read as JMJD2C inh 13, CTSL1 counter -3, EBNA-1 inhibitor 3, HCV core dimer -3, TPT1 inh 0, PP5 inh 1.1, PP1 inh -1, CR mimetic SO 110 and ZTA DNA inh 14.
Screening c1ccc2c(Cn3ccnc3)cccc2c1 returned JMJD2C inh -1, CTSL1 counter -6, EBNA-1 inhibitor 3, HCV core dimer -1, TPT1 inh 1, PP5 inh 4.1, PP1 inh 0, CR mimetic SO 99 and ZTA DNA inh -16.
Screening CCOCCCNc1nc2nc3ccc(C)cn3c(=O)c2cc1C(=O)NCC1CCCO1 (configuration not stated) returned JMJD2C inh 4, CTSL1 counter 5, EBNA-1 inhibitor 2, HCV core dimer 5, TPT1 inh -1, PP5 inh -1.9, PP1 inh -4, CR mimetic SO 117 and ZTA DNA inh 19.
`CCCCC(=O)Nc1ccccc1CC` gave JMJD2C inh 5, CTSL1 counter -4, EBNA-1 inhibitor 8, HCV core dimer 1, TPT1 inh -2, PP5 inh -0.6, PP1 inh -1, CR mimetic SO 106 and ZTA DNA inh -10.
For Cc1cccc(OCC(=O)Nc2ccc(C(=O)c3ccc(C(=O)O)cc3)cc2)c1 the results were JMJD2C inh -5, CTSL1 counter -3, EBNA-1 inhibitor 9, HCV core dimer 7, TPT1 inh -4, PP5 inh 1.2, PP1 inh -2, CR mimetic SO 118 and ZTA DNA inh 13.
Screening CC(C)CC(=O)N(Cc1ccc(F)cc1)C1CCS(=O)(=O)C1 (configuration not stated) returned JMJD2C inh -23, CTSL1 counter -2, EBNA-1 inhibitor 0, HCV core dimer -8, TPT1 inh 0, PP5 inh 2.9, PP1 inh -3, CR mimetic SO 96 and ZTA DNA inh -9.
`CC(=O)NCc1ccc(S(=O)(=O)N/N=C/c2ccc(Br)cc2)cc1` gave JMJD2C inh 2, CTSL1 counter 3, EBNA-1 inhibitor 8, HCV core dimer -4, TPT1 inh 0, PP5 inh -0.2, PP1 inh -2, CR mimetic SO 97 and ZTA DNA inh -9.
`CCOC(=O)C1CCN(C(c2cccnc2)c2c(NC(=O)c3ccco3)sc(C)c2C)CC1` (configuration not stated) gave JMJD2C inh -5, CTSL1 counter 0, EBNA-1 inhibitor -1, HCV core dimer 6, TPT1 inh 0, PP5 inh 6.8, PP1 inh 6, CR mimetic SO 112 and ZTA DNA inh 5.

Entries listed so far that contain bromine (two):
`Cc1sc2ncnc(N3CCC(C(=O)Nc4ccc(Br)cc4Br)CC3)c2c1C` gave JMJD2C inh 1, CTSL1 counter -1, EBNA-1 inhibitor -6, HCV core dimer 11, TPT1 inh -2, PP5 inh 3.3, PP1 inh 11, CR mimetic SO 121 and ZTA DNA inh -6.
`CC(=O)NCc1ccc(S(=O)(=O)N/N=C/c2ccc(Br)cc2)cc1` gave JMJD2C inh 2, CTSL1 counter 3, EBNA-1 inhibitor 8, HCV core dimer -4, TPT1 inh 0, PP5 inh -0.2, PP1 inh -2, CR mimetic SO 97 and ZTA DNA inh -9.

(continued)
CC(NS(=O)(=O)c1ccc(Br)cc1)C(=O)Nc1nc2ccccc2[nH]1 (configuration not stated) was read as JMJD2C inh 1, PP5 inh 1.9, PP1 inh 0, CR mimetic SO 89 and ZTA DNA inh -13.
`CCC(C)c1ccc(C(CC)NC(=O)C2CCCO2)cc1` (configuration not stated) gave JMJD2C inh 3, CTSL1 counter -3, EBNA-1 inhibitor -6, HCV core dimer -9, TPT1 inh 4, PP5 inh 4.5, PP1 inh -2, CR mimetic SO 99 and ZTA DNA inh -5.
CN(C(=O)CSc1nc2c(c(=O)[nH]1)CCC2)c1ccccc1 was read as JMJD2C inh 4, CTSL1 counter -2, EBNA-1 inhibitor -2, HCV core dimer -3, TPT1 inh -4, PP5 inh -1.3, PP1 inh -2, CR mimetic SO 91 and ZTA DNA inh -6.
COCCn1c(SCC(=O)c2ccc(Cl)cc2)nnc1C(C)C was read as JMJD2C inh 27, CTSL1 counter 1, EBNA-1 inhibitor 5, HCV core dimer 2, TPT1 inh -7, PP5 inh -1.2, PP1 inh 3, CR mimetic SO 96 and ZTA DNA inh -7.
CCC(=O)N1c2ccccc2-c2nnc(SC)nc2OC1c1ccc(OC)c(OC)c1 (configuration not stated) was read as JMJD2C inh 13, CTSL1 counter -2, EBNA-1 inhibitor 3, HCV core dimer -4, TPT1 inh -4, PP5 inh 2.7, PP1 inh -2, CR mimetic SO 110 and ZTA DNA inh -2.
For CCC(CC)NC(=O)Nc1ccccc1C(F)(F)F the results were JMJD2C inh 1, CTSL1 counter 1, EBNA-1 inhibitor -6, HCV core dimer -2, TPT1 inh -2, PP5 inh 0.9, PP1 inh -5, CR mimetic SO 98 and ZTA DNA inh 7.
For COC(=O)c1ccc(C(C(=O)NC2CCCCC2)N(Cc2ccc(F)cc2)C(=O)Cc2cccs2)cc1 (configuration not stated) the results were JMJD2C inh 4, CTSL1 counter 0, EBNA-1 inhibitor 4, HCV core dimer 10, TPT1 inh 2, PP5 inh -0.9, PP1 inh -3, CR mimetic SO 92 and ZTA DNA inh 1.
For CC(C)CCOc1ccc(Cl)cc1CN1CCOCC1 the results were JMJD2C inh -2, CTSL1 counter 0, EBNA-1 inhibitor -2, HCV core dimer -3, TPT1 inh -1, PP5 inh 3.2, PP1 inh 0, CR mimetic SO 82 and ZTA DNA inh 0.
Screening Cc1ccc(N2CCC(N3CCN(C)C(CCO)C3)CC2)cc1 (configuration not stated) returned JMJD2C inh 13, CTSL1 counter 0, EBNA-1 inhibitor 4, HCV core dimer -5, TPT1 inh 0, PP5 inh -0.5, PP1 inh -3, CR mimetic SO 108 and ZTA DNA inh -18.
`O=C(CSCc1ccccc1)N1CCN(S(=O)(=O)c2cccc(F)c2)CC1` gave JMJD2C inh 3, CTSL1 counter -2, EBNA-1 inhibitor 2, HCV core dimer -3, TPT1 inh 1, PP5 inh 0.3, PP1 inh 0, CR mimetic SO 87 and ZTA DNA inh 3.
COc1cccc(-c2nnc(NC(=O)c3cccc(F)c3)o2)c1 was read as JMJD2C inh 0, CTSL1 counter -2, EBNA-1 inhibitor -12, HCV core dimer 0, TPT1 inh -1, PP5 inh 3.6, PP1 inh 14, CR mimetic SO 128 and ZTA DNA inh -6.
Screening C/C(Cl)=C/CSc1nn2c(=O)c3ccccc3nc2s1 returned JMJD2C inh 8, CTSL1 counter -2, EBNA-1 inhibitor -9, HCV core dimer 10, TPT1 inh 3, PP5 inh 3.2, PP1 inh 4, CR mimetic SO 98 and ZTA DNA inh 10.
`CC(=O)Nc1cc2c(ccc3ccccc32)oc1=O` gave JMJD2C inh 0, CTSL1 counter 1, EBNA-1 inhibitor -7, HCV core dimer 0, TPT1 inh -3, PP5 inh 3.7, PP1 inh 1, CR mimetic SO 89 and ZTA DNA inh 5.
For c1cc(CNc2ccc3c(c2)OCO3)ccn1 the results were JMJD2C inh 5, CTSL1 counter -1, EBNA-1 inhibitor 4, HCV core dimer -7, TPT1 inh -38, PP5 inh 0.6, PP1 inh 3, CR mimetic SO 107 and ZTA DNA inh -8.
`O=C(NCC(c1ccco1)N1CCc2ccccc2C1)c1ccc([N+](=O)[O-])cc1` (configuration not stated) gave JMJD2C inh 0, CTSL1 counter 4, EBNA-1 inhibitor 10, HCV core dimer -4, TPT1 inh -1, PP5 inh 0.3, PP1 inh -2, CR mimetic SO 102 and ZTA DNA inh -5.
COc1ccc(/C=C/c2cc(C(=O)O)c3ccccc3n2)cc1 was read as JMJD2C inh -1, CTSL1 counter 3, EBNA-1 inhibitor -3, HCV core dimer -3, TPT1 inh -3, PP5 inh -0.1, PP1 inh 0, CR mimetic SO 104 and ZTA DNA inh -20.
Screening CCC(C(=O)OC)n1cnc2c(nnn2-c2ccccc2)c1=O (configuration not stated) returned JMJD2C inh 16, CTSL1 counter -3, EBNA-1 inhibitor -1, HCV core dimer -6, TPT1 inh 0, PP5 inh 0.9, PP1 inh 3, CR mimetic SO 88 and ZTA DNA inh 2.

From PubChem
